Screening results deposited in PubChem by National Center for Advancing Translational Sciences (NCATS).
pAkt inh: Akt phosphorylation inhibition. Neuro2A IGF-stimulated pAkt S473 HTRF, 20 min; stronger effect = lower value. activity change, % for hits at 50 µM. 0.32% of 360,000 active. AID 651550; in the data active = activity change below about -80%; inconclusive = mostly about -51% to -80%; note: % is set by controls: 0 for no effect and ±100 for the full control effect
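Neuro2A cells in DMEM with 0.5% FBS, overnight at 37 deg C, given compound at single 50 µM final, then IGF (6 nM final) for 20 min at 37 deg C. Lysed; phospho-Akt Ser473 by HTRF after 24 h, 665/615 ratio.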
aSyn rescue: inhibitors of alpha-synuclein toxicity in yeast; AID 652106; Yeast expressing alpha-synuclein, growth rescue, BacTiter-Glo, 24 h; 0.14% of 370,000 active; Potency, µM (top dose mostly 46.1 µM), for the others: top-dose growth rescue (activation), most hits filed as activators; note: potency is the fitted concentration of half-maximal effect; % of control where 0% means no effect; nearly all actives have a fitted effect of over 65% in size
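Galactose-induced alpha-syn yeast (OD600=0.02, raffinose-pregrown) + pinned cpd, 24 hr, 30 deg C; growth by BacTiter-Glo luminescence. Growth restoration scores as activation.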
PTHR1 agonist: activates the human parathyroid hormone receptor PTHR1. 0.075% of 410,000 active. Potency, µM (highest dose often 115 µM), inactives show at the highest dose activation, hits mostly activators. AID 743266. HEK293 GP2 PTHR1 cells, GloSensor cAMP luminescence, 1 h. Q03431; note: potency is the fitted concentration of half-maximal effect; nearly all actives have a fitted effect of over 55% in size; some results filed as inactive show a strong effect at the top dose; inactives centre near -15; many of its hits are not listed in these tables
Target sequence (Q03431 whole entry, looked up): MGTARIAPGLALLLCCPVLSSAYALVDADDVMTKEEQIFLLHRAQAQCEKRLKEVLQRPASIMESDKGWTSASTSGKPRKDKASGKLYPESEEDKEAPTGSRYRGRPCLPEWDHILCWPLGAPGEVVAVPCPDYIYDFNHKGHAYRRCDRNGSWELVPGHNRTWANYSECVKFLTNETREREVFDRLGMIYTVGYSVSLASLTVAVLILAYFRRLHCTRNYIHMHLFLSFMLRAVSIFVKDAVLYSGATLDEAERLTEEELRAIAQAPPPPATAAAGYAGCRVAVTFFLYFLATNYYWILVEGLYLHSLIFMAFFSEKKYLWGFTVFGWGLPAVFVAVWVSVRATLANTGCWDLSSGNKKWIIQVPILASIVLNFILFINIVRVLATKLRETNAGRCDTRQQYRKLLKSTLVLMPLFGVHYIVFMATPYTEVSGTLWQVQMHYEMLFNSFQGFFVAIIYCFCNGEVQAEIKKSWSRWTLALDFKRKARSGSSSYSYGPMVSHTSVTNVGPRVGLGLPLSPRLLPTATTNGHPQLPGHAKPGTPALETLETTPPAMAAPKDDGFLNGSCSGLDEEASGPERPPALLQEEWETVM
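HEK-293-derived GP2 cells expressing PTHR1 and a GloSensor cAMP reporter, 3,000/well, plated overnight, given luciferin plus IBMX (each 0.5 mM as added) for 1 h at 37 °C, then compound for 1 h at 37 °C. Luminescence was read after 15 min at room temperature.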
FUS yeast rescue: suppressors of FUS proteinopathy in yeast; S. cerevisiae FUS-expressing, growth rescue, OD600, 24 h; Potency, µM (top dose mostly 76.6 µM), inactives show top-dose growth rescue (activation), usual class: activators; 0.24% of 390,000 active; AID 1347120;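 note: potency is the fitted concentration of half-maximal effect; plate controls were DMSO vehicle for no effect and reference control for full effect; nearly all actives have a fitted effect of over 55% in size; some results filed as inactive show a strong effect at the top dose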
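Steps: raffinose overnight preculture; dilution to OD 0.005 in 2% galactose minimal medium; compound addition (concentration series); 24hr at 30C, 99% humidity; absorbance read at 600 nm.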
GLP-1R inv ag: inverse agonists of human GLP-1 receptor; P43220; HEK293 GLP-1R CRE-luciferase, luminescence, 24 h; GLP-1R form is constitutively active; Potency, µM (series often up to 38.3 µM), for the others: at the highest dose activity change, negative = inhibition, hits mostly inhibitors; 1.6% of 410,000 active; AID 624417; note: potency is the fitted concentration of half-maximal effect; % is set by controls: 0 for no effect and ±100 for the full control effect; nearly all actives have a fitted effect of over 55% in size
Target sequence (P43220 whole entry, looked up): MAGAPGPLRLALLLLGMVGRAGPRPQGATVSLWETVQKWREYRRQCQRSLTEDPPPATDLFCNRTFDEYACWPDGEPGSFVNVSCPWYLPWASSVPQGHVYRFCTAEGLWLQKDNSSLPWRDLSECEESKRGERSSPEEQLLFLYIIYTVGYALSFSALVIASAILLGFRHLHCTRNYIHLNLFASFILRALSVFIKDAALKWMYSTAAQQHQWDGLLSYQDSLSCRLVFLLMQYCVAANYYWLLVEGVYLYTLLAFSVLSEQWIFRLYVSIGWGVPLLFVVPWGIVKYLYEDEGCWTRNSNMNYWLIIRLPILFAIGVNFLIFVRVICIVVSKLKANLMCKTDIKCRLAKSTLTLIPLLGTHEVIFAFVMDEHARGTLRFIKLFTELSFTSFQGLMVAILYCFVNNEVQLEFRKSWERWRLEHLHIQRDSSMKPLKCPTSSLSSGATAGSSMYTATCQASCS
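Inverse agonism was detected as reduced cAMP-driven luciferase luminescence after 24 h compound treatment. The cells were HEK293 clones expressing constitutively active human GLP-1R with the reporter. Reporter-only and GPR119 cell lines served as counterscreen controls.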
Abeta rescue: restores growth of yeast expressing A-beta42 peptide; 0.063% of 410,000 active; Potency, µM (titrated, usually from 46.1 µM), for inactives: top-dose growth rescue, hits mostly activators; yeast expressing A-beta42, growth rescue, OD600, 48 h; response scale: 0% DMSO, 100% iron-clioquinol control; note: potency is the fitted concentration of half-maximal effect; nearly all actives have a fitted effect of over 55% in size
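Yeast A-beta toxicity model in growth medium with pinned compounds, 48 h at 30 C; growth read as absorbance at 600 nm. Normalized to FeCl3/clioquinol equimolar mix (positive) and DMSO (negative).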
DRD3 antagonist: blocks the human D3 dopamine receptor; P35462; D3R cells, DiscoveRx beta-arrestin luminescence, antagonist mode; stronger effect = lower value; max response, negative = inhibition, %; 2.5% of 360,000 active; AID 652054; in the data active = max response below about -50%; inconclusive = no clear call, values can overlap the other calls; note: % is set by controls: 0 for no effect and ±100 for the full control effect; mostly tested at two doses, the higher about 12 µM
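Cells expressing the human receptor were seeded at 1500 cells/well, incubated overnight at 37 degrees C in 5% CO2, then exposed to library compounds with dopamine controls for 90 minutes at 37 degrees C before luminescent detection.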
GLP1R ag: GLP-1 receptor (human) agonism; Potency, µM (titrated, usually from 45.6 µM), for the others: at the highest dose activation, actives largely listed as activators; HEK293 GLP-1R CRE-luciferase, luminescence, 4-6 h; cells express a hypersensitive GLP-1R form; 0.007% of 380,000 active; AID 624172; P43220; note: potency is the fitted concentration of half-maximal effect; % of control where 0% means no effect
TDP43 rescue: rescues yeast growth from TDP-43 toxicity | TDP-43 expressing yeast growth rescue, BacTiter-Glo, 24 h | Potency, µM (series often up to 46.1 µM), without a hit: at the highest dose growth rescue (activation), most hits filed as activators | 1.8% of 410,000 active; note: potency is the fitted concentration of half-maximal effect; % of control where 0% means no effect; nearly all actives have a fitted effect of over 50% in size
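Cell-based yeast growth screen: TDP-43 expression induced in galactose, inoculum OD600=0.02 after raffinose pregrowth to mid-log. Read-out BacTiter-Glo luminescence at 24 hr, 30 deg C; inhibition of toxicity seen as signal increase.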
Active calls of the source: *; i = inactive; ? = inconclusive; nt = not tested or not shown; & = joins results of further samples; [ ] = remark or other dose. Unless noted, calls come from the whole dose curve; as a rule, active = well fitted curve in the direction sought with a large enough effect; inconclusive = small, poorly fitted or top-dose-only effect, or another doubt; inactive = no such curve, though single readings can be large; an effect the other way counts as inactive or inconclusive. The list is partial; rates above refer to the full screens.

[1] CCOC(=O)CSc1nc(C)cc(C)c1C(N)=O
[2] O=C1c2ccccc2C2=Nc3ccccc3SC(c3ccc(Cl)cc3)C12 (stereo unspecified)
[3] c1ccc(CN=C(NCc2ccccc2)NCc2ccccc2)cc1
[4] COc1ccccc1-c1ccnc2c(-c3ccc(Br)cc3)c(C)nn12
[5] CCOc1cc(C2CC(=O)c3c(ccc4ccccc34)N2)ccc1O (stereo unspecified)
[6] COc1ccc2c(c1)CC(NC(=O)Nc1ccc(Br)c(C)c1)CO2 (stereo unspecified)

assay / compound	1	2	3	4	5	6
pAkt inh	i	i	i	nt	i	nt
aSyn rescue	10%	-28%	0%	nt	2%	nt
PTHR1 agonist	-42%[inhibitor]	-6%	-36%[inhibitor]	-37%[inhibitor]	-9%[57.5 µM]	i
FUS yeast rescue	-22%	-3%	-16%	10%	-14%	-22%
GLP-1R inv ag	22%	13µM*	?	10%	?	-6%
Abeta rescue	1%	-33%	1%	-11%	32%	-14%
DRD3 antagonist	4	-11	-7	nt	0	nt
GLP1R ag	2%	1%	4%	1%	1%	nt
TDP43 rescue	4%	-24%	-17%	11%	4%	-5%

[7] COc1ccccc1C(=O)Nc1ccc(C(=O)c2ccccc2)cc1
[8] CCN(CCNCC(O)COc1ccccc1C(C)C)c1cccc(C)c1 (stereo unspecified)
[9] COc1ccccc1C(=O)NCCn1cc(SCc2ccc(C)cc2)c2ccccc21
[10] Cc1ccc(CNS(=O)(=O)c2c(C(=O)N3CCCCC3)c(C)n(C)c2C)o1
[11] Nc1ncnc2c1ccn2[C@H]1CN(Cc2ccc3c(c2)OCO3)C[C@@H](CO)O1
[12] O=C(NC(=S)N1CCCCCC1)C1CC1

assay / compound	7	8	9	10	11	12
pAkt inh	i	i	nt	i	i	i
aSyn rescue	-5%	-15%	nt	-2%	-2%	0%
PTHR1 agonist	i	-21%	-41%[inhibitor]	-19%	-22%	i
FUS yeast rescue	22%	31%	?	7%	-12%	nt
GLP-1R inv ag	0%	?	?	2%	12%	20%
Abeta rescue	4%	5%	9%	6%	-3%	-1%
DRD3 antagonist	-7	-16	nt	2	74	-8
GLP1R ag	17%	1%	-2%	-2%	-1%	-3%
TDP43 rescue	23%	25%	17%	-15%	0%	14%

3 entries out of the list, sorted by number of heavy atoms, highest first.
[11] Nc1ncnc2c1ccn2[C@H]1CN(Cc2ccc3c(c2)OCO3)C[C@@H](CO)O1
[7] COc1ccccc1C(=O)Nc1ccc(C(=O)c2ccccc2)cc1
[12] O=C(NC(=S)N1CCCCCC1)C1CC1

assay / compound	11	7	12
pAkt inh	i	i	i
aSyn rescue	-2%	-5%	0%
PTHR1 agonist	-22%	i	i
FUS yeast rescue	-12%	22%	nt
GLP-1R inv ag	12%	0%	20%
Abeta rescue	-3%	4%	-1%
DRD3 antagonist	74	-7	-8
GLP1R ag	-1%	17%	-3%
TDP43 rescue	0%	23%	14%

Continuation.
[13] O=C1CCc2cc(S(=O)(=O)NC(C(=O)NCc3cccnc3)c3ccccc3)ccc2N1 (stereo unspecified)
[14] CCc1nnc(NC(=O)CSc2nnc(-c3ccoc3C)n2CC(C)C)s1
[15] COc1ccc(CCC(=O)OCC(=O)Nc2ccc(OC)c(OC)c2)cc1OC
[16] COC(=O)c1ccc(CSc2ncnc3c2sc2nc(N4CCOCC4)c4c(c23)CCCC4)o1
[17] O=C(COc1ccc(Cl)cc1)N1N=C(c2cccs2)CC1c1ccco1 (stereo unspecified)
[18] COC(=O)c1cc(C(=O)OCC(=O)Nc2ccc(N3CCOCC3)cc2)cc([N+](=O)[O-])c1

assay / compound	13	14	15	16	17	18
pAkt inh	i	i	i	i	i	i
aSyn rescue	-11%	-5%	-8%	0%	7%	-10%[1.84 µM]
PTHR1 agonist	i	i	29%	i	-4%	i
FUS yeast rescue	-15%	39%	12%	?	3%	7%
GLP-1R inv ag	5%	3%	6%	81%[activator]	?	9%
Abeta rescue	-12%	-8%	0%	-27%	-3%	3%
DRD3 antagonist	-8	-11	0	?	-10	-18
GLP1R ag	-4%	-1%	15%	2%	25%	2%
TDP43 rescue	9%	-6%	-16%	-1%	-11%	8%

[19] COc1cc(C(=O)CSc2nnc(-c3ccc(O)cc3)n2CC2CCCO2)ccc1NC(C)=O (stereo unspecified)
[20] CC(C)CN1C(=O)c2ccc(C(=O)NCc3ccccn3)cc2C1=O
[21] CC(C)(C)[C@H]1COC(=O)CCC/C=C/C[C@H](CC(=O)NCCO)C(=O)N1
[22] COc1ccc(N2CCN(C(=O)CC34CC5CC(CC(C5)C3)C4)CC2)c([N+](=O)[O-])c1
[23] Cc1ccc(S(=O)(=O)NC(C)C(=O)N2CCOCCOCCOCCOCC2)cc1 (stereo unspecified)
[24] Cc1cccn2cc(-c3ccc(F)cc3)cc12

assay / compound	19	20	21	22	23	24
pAkt inh	i	i	i	i	i	i
aSyn rescue	11%	1%	-3%	-14%	-2%	-4%
PTHR1 agonist	i	6%	i	-18%	-2%	-8%
FUS yeast rescue	-2%	3%	-21%	nt	-22%	32%
GLP-1R inv ag	0%	0%	10%	-6%	31%[activator]	-5%
Abeta rescue	-9%	2%	1%	-2%	-2%	17%
DRD3 antagonist	-28	6	3	21	-9	1
GLP1R ag	-3%	4%	1%	-4%	3%	1%
TDP43 rescue	0%	15%	13%	?	20%	-13%

[25] O=C(NC1CCNCC1)C1CCCCC1
[26] O=C(c1cccc(Cl)c1)N1CCn2c1nc1ccccc12
[27] CN(c1ccccc1)S(=O)(=O)c1ccc(C(=O)N2CCN(c3ccccc3)CC2)cc1
[28] O=C(COC(=O)c1ccccc1Br)NCCC1=CCCCC1
[29] Cc1ccc2nc3c(cc(C(=O)NC4CCCC4)c(=N)n3C(C)C)c(=O)n2c1
[30] CC(=O)O[C@]1(C(C)=O)CC[C@H]2[C@@H]3C[C@H](C)C4=CC(=O)CC[C@]4(C)[C@H]3CC[C@@]21C

assay / compound	25	26	27	28	29	30
pAkt inh	i	i	i	i	nt	i
aSyn rescue	-5%	10%	-5%	11%	nt	?
PTHR1 agonist	i	i	i	-20%	-4%	-24%&-20%
FUS yeast rescue	-14%	-3%	-39%	12%	-3%	12%&-4%
GLP-1R inv ag	3%	13%	3%	?	7%	-19%&1%
Abeta rescue	6%	0%	-1%	-6%	-18%	-19%&-20%
DRD3 antagonist	10	11	-5	-26	nt	0&8
GLP1R ag	12%	0%	3%	21%	nt	8%&5%
TDP43 rescue	3%	-13%	-2%	-8%	-2%	5%&26%

[31] O=C(N/N=C/c1cccc2ccccc12)C(=O)N1CCCC1
[32] O=C(Cn1ncc(N2CCOCC2)c(Br)c1=O)c1ccc(Cl)cc1
[33] NS(=O)(=O)c1cccc(NC(=S)NC(=O)C23CC4CC(CC(C4)C2)C3)c1
[34] CC(C)C(=O)Nc1c(-c2cccc(Cl)c2)c(=O)c2ccccc2n1C
[35] CCOc1cc(NC(=S)NCc2ccco2)c(OCC)cc1NC(=O)C1CC1
[36] CC(C)(C)NC(=O)CSc1nnc(SCC(=O)NC(C)(C)C)s1

assay / compound	31	32	33	34	35	36
pAkt inh	i	i	i	i	i	i
aSyn rescue	3%	3%	-1%	0%	7%	2%
PTHR1 agonist	-9%	i	-21%	-10%	i	i
FUS yeast rescue	13%	-33%	nt	-16%	nt	2%
GLP-1R inv ag	-1%	11%	1.3µM*	-10%	-1%	-4%
Abeta rescue	-6%	-2%	-7%	0%	-3%	6%
DRD3 antagonist	-14	14	-11	-22	8	5
GLP1R ag	6%	12%	10%	1%	-3%	1%
TDP43 rescue	-10%	0%	15%	4%	-11%	7%

[37] Cn1c(=O)c2c(nc(N3CCCCC3)n2CCCNC2=NCCCC2)n(C)c1=O
[38] Cc1nnc(N/N=C\c2ccc(-c3cccc(C(=O)O)c3)o2)n1N
[39] C[C@H](CO)N1C[C@H](C)[C@H](CN(C)C(=O)Nc2ccc(N3CCN(C)CC3)cc2)OCc2cnnn2CCCC1=O
[40] O=C(O)CCCC(=O)N1N=C(c2c(-c3ccccc3)c3cc(Cl)ccc3[nH]c2=O)CC1c1cccs1 (stereo unspecified)
[41] Cc1ccc(C(=O)N2CCSC2=S)cc1
[42] CCCCn1c(C)nc2c(=O)n(C)c(=O)[nH]c21

assay / compound	37	38	39	40	41	42
pAkt inh	i	i	i	i	i	i
aSyn rescue	1%	-2%	-3%	-4%	-3%	3%
PTHR1 agonist	-32%	19%	-22%	-30%[inhibitor]	i	i
FUS yeast rescue	nt	-5%	-15%	?	21%	19%
GLP-1R inv ag	0%	-22%	1%	-4%	-26%	2%
Abeta rescue	-4%	7%	-8%	6%	-91%[inhibitor]	14%
DRD3 antagonist	?	-28	0	0	-14	5
GLP1R ag	0%	-6%	0%	5%	-7%	-11%
TDP43 rescue	10%	0%	25%	7%	-40%[inhibitor]	13%

[43] Cc1c(NC(=O)C(C)OC(=O)c2ncc(Cl)c(Cl)c2Cl)c(=O)n(-c2ccccc2)n1C (stereo unspecified)
[44] Cc1cccc(NC(=O)CSCC(=O)Nc2nnc(C3CC3)s2)c1
[45] Cc1c(Cl)cccc1-n1ccnc1SCC(=O)O
[46] CCN(CC(=O)Nc1ccc2c(c1)OCCO2)C(=O)/C=C/c1ccc(OC)c(OC)c1
[47] Nn1c(SCC(=O)Nc2ccc(F)c(F)c2)nnc1C1CCCCC1

assay / compound	43	44	45	46	47
pAkt inh	i	i	i	i	i
aSyn rescue	-2%	6%	1%	2%	6%
PTHR1 agonist	-3%	0%	-13%	i	-11%[57.5 µM]
FUS yeast rescue	-10%	17%	26%	17%	-1%
GLP-1R inv ag	4%	15%	1%	25%	?
Abeta rescue	1%	10%	-6%	5%	15%
DRD3 antagonist	7	15	19	-12	-5
GLP1R ag	-7%	-2%	-4%	4%	-3%
TDP43 rescue	18%	-4%	19%	1%	-9%
